APP transl inh: APP translation inhibition. inhibition, % at 2 µM. SH-SY5Y APP 5'UTR-luciferase reporter, luminescence. hit rate 0.82% among 190,000;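 active = inhibition above a set limit, derived from the sample mean plus 3 SD, cut at about 45% in these data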; also: values of inactives mirror those of a sister screen read the other way
bIAP inh: intestinal alkaline phosphatase (bovine) inhibition | AID 1019 | 190,000 tested, under 10 active | inhibition, % at 20 µM | purified bovine IAP, CDP-star luminescence, 30 min;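 active = over 50% inhibition of intestinal alkaline phosphatase at 20 µM in the single-dose screen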
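System: purified bovine intestinal alkaline phosphatase (IAP) enzyme; Input: IAP diluted 1/65,000,000 in the well; Measured by: CDP-star luminescence signal; Compound dosing: 20 µM single dose; Incubation: 30 min reaction at room temperature.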
FLuc inh counter: inhibits firefly luciferase, flagging false hits in luciferase inhibition screens | hit rate 1.5% among 200,000 | P08659 | inhibition, % at 10 µM | ATPLite firefly luciferase biochemical luminescence, 10 min;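 active = inhibition above about 50% when tested at 10 µM, limit read from the data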
Target sequence (P08659 whole entry, looked up): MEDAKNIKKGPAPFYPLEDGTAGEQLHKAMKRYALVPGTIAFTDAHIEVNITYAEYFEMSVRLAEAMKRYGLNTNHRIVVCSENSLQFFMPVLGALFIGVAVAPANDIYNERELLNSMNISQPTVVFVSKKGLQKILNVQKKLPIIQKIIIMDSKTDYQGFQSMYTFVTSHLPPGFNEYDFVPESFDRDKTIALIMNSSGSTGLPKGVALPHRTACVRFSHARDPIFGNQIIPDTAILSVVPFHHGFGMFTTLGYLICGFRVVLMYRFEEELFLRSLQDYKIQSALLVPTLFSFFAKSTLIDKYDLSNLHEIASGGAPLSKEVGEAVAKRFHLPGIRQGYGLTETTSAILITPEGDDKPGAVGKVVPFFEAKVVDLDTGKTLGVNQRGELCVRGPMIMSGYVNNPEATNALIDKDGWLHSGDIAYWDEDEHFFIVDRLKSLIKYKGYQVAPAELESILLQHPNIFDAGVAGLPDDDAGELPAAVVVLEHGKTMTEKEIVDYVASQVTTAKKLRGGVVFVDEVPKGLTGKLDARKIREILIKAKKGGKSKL
TNAP inh hiacc: TNAP (human) inhibition, high acceptor; P05186; purified TNAP, CDP-star luminescence, 1 M DEA; inhibition, % at 20 µM; hit rate 0.03% among 200,000; AID 1135;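 active = over 50% inhibition of tissue-nonspecific alkaline phosphatase at 20 µM in the single-dose screen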;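 also: plate controls were DMSO wells for no effect and EDTA-quenched wells as full inhibition for full effect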
Target sequence (P05186 whole entry, looked up): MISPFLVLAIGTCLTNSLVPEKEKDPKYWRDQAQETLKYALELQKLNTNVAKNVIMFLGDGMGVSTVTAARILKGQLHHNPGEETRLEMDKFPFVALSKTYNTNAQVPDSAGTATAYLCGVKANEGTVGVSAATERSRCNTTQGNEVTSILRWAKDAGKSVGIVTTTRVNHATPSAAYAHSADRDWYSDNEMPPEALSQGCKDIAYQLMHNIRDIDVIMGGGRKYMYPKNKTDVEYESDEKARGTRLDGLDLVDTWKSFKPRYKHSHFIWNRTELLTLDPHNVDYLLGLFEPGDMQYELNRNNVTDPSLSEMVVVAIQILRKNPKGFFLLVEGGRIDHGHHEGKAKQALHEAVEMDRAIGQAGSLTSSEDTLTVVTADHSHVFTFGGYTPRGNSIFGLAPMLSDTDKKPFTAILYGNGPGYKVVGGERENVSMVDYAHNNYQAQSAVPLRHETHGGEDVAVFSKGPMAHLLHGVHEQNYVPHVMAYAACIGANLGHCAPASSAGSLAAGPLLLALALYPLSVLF
Lmaj promast: inhibitors of Leishmania major promastigote growth. Leishmania major promastigotes, resazurin fluorescence viability. inhibition, % at 10 µM. hit rate 9% among 200,000; in the data active = inhibition above about 50%;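 also: promastigotes grown with compound for 44 hours at 28 °C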
RAM inhibit: yeast RAM network inhibition. S. cerevisiae dse1pr::URA3 reporter, 5-FOA growth OD615, 2 d; analog-sensitive cbk1-as2 kinase mutant strain. inhibition, % at 50 µM. hit rate 1.8% among 190,000;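 active = inhibition above a set limit, 3 SD over mean compound inhibition, cut at about 8.4% in these data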;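 also: 0% = DMSO-only wells with no growth and 100% = 10 µM 1-NA-PP1 full growth; inhibition rescues growth on 5-FOA so higher OD means more RAM inhibition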
FLuc act counter: firefly luciferase counter-screen for stimulation assays; ATPlite luciferase biochemical, luminescence, 10 min; 0 = ATP-free wells, 1 = DMSO control; P08659; 200,000 tested, under 10 active; activation factor at 10 µM;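 active = luciferase activation factor, scaled between plate controls, of at least 2 with compound at 10 µM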
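System: Luciferase/luciferin detection reagent, cell-free biochemical luciferase assay | Medium: PBS buffer for ATP | Dosing: Test compounds dosed from 2 mM stocks in 100% DMSO | Timing: 10 min at ambient temperature | Signal: Luminescence measurement of luciferase light output | Evaluation: Luciferase activation, seen as luminescence increase over controls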
TNAP inh no acc: inhibitors of human TNAP without phosphate acceptor. P05186. purified TNAP, CDP-star luminescence, 30 min. inhibition, % at 20 µM. hit rate 0.26% among 200,000. AID 1012;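 active = tissue-nonspecific alkaline phosphatase inhibition above about 50% at 20 µM in the single-dose screen, limit read from the data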;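 also: 0% = DMSO negative control and 100% = EDTA positive control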
TNAP act hiacc: TNAP (human) activation, high acceptor | P05186 | purified TNAP, CDP-star luminescence, 1 M DEA, 30 min; stronger effect = higher value; 0 = EDTA background, 1 = DMSO-only activity | activation factor at 20 µM | 200,000 tested, under 10 active | AID 1136;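 active = activation factor at least 2 at 20 µM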
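Test system – human TNAP · Doses – 20 µM single point · Incubation – 30 min, room temperature · Signal – luminescent substrate turnover signal · Read-out basis – activation factor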
bIAP act: increases bovine intestinal alkaline phosphatase activity; activation factor at 20 µM; hit rate 0.17% among 200,000; AID 1016; purified bovine IAP, CDP-star luminescence, 30 min; stronger effect = higher value; fold of DMSO-control signal, blank-subtracted;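 active = activation factor of 2 or more at 20 µM, a signal rise over negative controls twice the positive control's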
The depositor's hits bear a star.

SMILES	APP transl inh	bIAP inh	FLuc inh counter	TNAP inh hiacc	Lmaj promast	RAM inhibit	FLuc act counter	TNAP inh no acc	TNAP act hiacc	bIAP act
Cc1ncc(C[n+]2csc(C)c2C)c(N)n1	4	-9	-4	-3	12	0.5	1	-4	1	1.1
O=C(Cn1c(C(F)(F)F)nc2ccccc21)Nc1ccccc1C(=O)O	5	-11	-3	-2	-17	0.6	1	-1	1	1.1
CC(C)N1C(=O)/C(=C\c2nc3ccccc3c(=O)[nH]2)c2ccccc21	0	13	-10	-1	100*	3.9	1.1	10	1	0.9
Oc1c(C=Nc2cccc3nsnc23)ccc2ccccc12	1	38	33	5	6	2.6	0.7	18	1	0.6
O=C(Nc1cccc(F)c1)c1ccc(S(=O)(=O)NCC2CCCO2)cc1 (stereo not given)	11	16	-9	-8	6	0.8	1.1	-10	1.1	0.8
Cc1cc(NC(=O)CCCn2nc([N+](=O)[O-])c(Cl)c2C)no1	1	-26	0	0	0	0.6	1	-9	1	1.3
COc1ccc(N(CC(=O)Nc2ccc(S(=O)(=O)N3CCCC3)cc2)S(C)(=O)=O)cc1OC	3	-6	-6	-10	-2	1.9	1.1	-10	1.1	1.1
COc1ccc(NC(=O)COC(=O)CCCc2c[nH]c3ccccc23)cc1OC	-5	6	-7	-4	-5	1.1	1.1	-15	1	0.9
COc1ccc(OC)c(CC(NC(C)=O)C(=O)NC2CCN(c3nc(OC)nc(OC)n3)CC2)c1 (stereo not given)	-3	-19	-1	-3	2	0.8	1	-26	1	1.2
CCC(C)Nc1nc2c(c(=O)[nH]c(=O)n2C)n1CCC(C)C (stereo not given)	-9	8	-1	-4	-1	-0.5	1	-8	1	0.9
CCCCCCCOC(=O)C[N+](C)(C)CCOC1CC2CCC1(C)C2(C)C (stereo not given)	10	7	-1	-5	100*	-2.6	1	6	1.1	0.9
C/C(=N\NC(=O)OC(C)(C)C)c1ccc[nH]1	-102	-7	34	-2	-3	-1.1	0.7	10	1	1.1
O=C(CSc1nc2ccccc2[nH]1)NC1CCS(=O)(=O)C1 (stereo not given)	-6	14	-2	-2	-2	-1.0	1	-5	1	0.9
COc1cccc(=O)c2c(C)n(-c3ccc(C(=O)O)cc3)c(C)c12	-22	-13	0	-3	-2	2.3	1	-2	1	1.1
Cc1cccc2cc(CN(Cc3ccc(F)cc3)C(=O)N3CCOCC3)c(=O)[nH]c12	-6	22	-2	0	7	0.6	1	-4	1	0.8
COc1ccc(NC(=O)CC2C(=O)N(c3cccc(OC)c3)C(=O)N2C(C)C)cc1 (stereo not given)	-1	10	0	-1	6	0.1	1	-9	1	0.9
O=C(CSC1=NCCS1)Nc1nc2c(s1)CCCC2	-15	4	-3	0	18	1.7	1	-6	1	1
COc1ccc(Cl)cc1C(=O)Nc1ccc(NC(C)=O)cc1	-16	-20	4	0	-6	5.3	1	-13	1	1.2
O=C(CSc1ccc([N+](=O)[O-])cc1)NCC1CCCCC1	-15	13	0	-1	4	5.1	1	-8	1	0.9
COc1ccc(CC(C)N2CCN(c3ccccc3)CC2)cc1OC (stereo not given)	0	4	-6	-7	78*	1.2	1.1	-12	1.1	1
O=C(COC(=O)CCCOc1ccc(Cl)cc1Cl)Nc1cccc(Cl)c1	0	7	-7	-6	-2	11*	1.1	-13	1.1	0.9
COc1ccc(S(=O)(=O)N(C)CC(=O)NCCC2=CCCCC2)cc1OC	4	28	-3	-3	-7	3.1	1	-5	1	0.7
COc1ccc2c(c1)nc(N)n2Cc1ccccc1	15	8	-4	-3	64*	3.4	1	-1	1	0.9
CSCc1ccc(C(=O)NCc2ccc(F)cc2)cc1	-32	48	2	0	56*	-0.4	1	3	1	0.5
CC1(C)CC(=O)C=C(NCC(=O)O)C1	-9	10	-4	-6	0	1.9	1	-10	1.1	0.9

Reprinted from the part before: 2 compounds, then new ones.
SMILES	APP transl inh	bIAP inh	FLuc inh counter	TNAP inh hiacc	Lmaj promast	RAM inhibit	FLuc act counter	TNAP inh no acc	TNAP act hiacc	bIAP act
CSCc1ccc(C(=O)NCc2ccc(F)cc2)cc1	-32	48	2	0	56*	-0.4	1	3	1	0.5
CC1(C)CC(=O)C=C(NCC(=O)O)C1	-9	10	-4	-6	0	1.9	1	-10	1.1	0.9
Cc1ccc(N/C=C(/C#N)c2ccsc2)cc1	-64	30	1	0	-4	0.6	1	-5	1	0.7
Cn1c(CCN2CCCCC2)nc2cc(NC(=O)C3CCCCC3)ccc21	-14	-10	-2	-1	1	1.7	1	-8	1	1.1
COc1ccccc1CNC(=O)COC(=O)C1=COCCO1	14	12	-4	-10	-11	1.4	1	-14	1.1	0.9
COc1ccc2oc(=Nc3ccccc3)c(-c3nc4ccccc4[nH]3)cc2c1	-138	16	61*	5	14	0.4	0.4	-8	0.9	0.8
CCOC(=O)N1CCN(C(=O)c2cccc(NC(=O)c3ccco3)c2)CC1	-24	1	-3	-2	12	0.0	1	1	1	1
CCS(=O)(=O)N1Cc2ccccc2CC1C(=O)Nc1ccc(OC)cc1 (stereo not given)	18	-20	-3	-2	4	1.5	1	-16	1	1.2
CC(=O)c1cnc(N(C)C)s1	3	5	-3	-1	0	-0.7	1	-5	1	1
Cc1nc(SCC(=O)NCc2ccco2)c2c3c(sc2n1)CCCC3	-1	-4	0	-3	1	7.4	1	-7	1	1
CCSc1cc(C2C(C#N)=C(N)OC(C)=C2C(=O)OC)c(C)o1 (stereo not given)	4	7	0	-2	1	-0.1	1	-10	1	0.9
C=C(C)c1cccc(C(C)(C)NC(=O)N2CCN(c3ccc(OC)cc3)CC2)c1	0	-5	2	3	41	4.2	1	-5	1	1
CC(NC(=O)CCC1COc2ccccc2O1)c1ccccc1 (stereo not given)	12	8	-4	-2	-3	0.0	1	-10	1	0.9
c1ccc(C2=NC(c3ccccc3)N=C(c3ccccc3)N2)cc1	0	13	-7	0	23	-0.1	1.1	-9	1	0.9
CC(=O)Nc1ccc(N2CCc3c(C)c(C#N)c4nc5ccccc5n4c32)cc1	36	-7	-8	-2	36	5.3	1.1	-5	1	1.1
Cc1oc(-c2cccc(Cl)c2)nc1CN1CCC(C(=O)NCCCN2CCCC2=O)CC1	15	-21	-12	-10	-5	1.8	1.1	-9	1.1	1.2
CSc1ccc(S(=O)(=O)NC(C)c2ccccc2)cc1 (stereo not given)	2	8	-5	-4	2	-0.1	1.1	-12	1	0.9
Oc1c(Br)cc(Br)cc1CNc1ccc(F)cc1	-2	5	-3	-2	-15	-0.4	1	0	1	0.9
O=S(=O)(c1ccc(Br)cc1)c1nc(-c2ccco2)oc1NCC1CCCO1 (stereo not given)	-1	-6	-2	-2	36	-0.2	1	-13	1	1.1
N#C/C(=C/c1ccc(Cl)cc1)NC(=O)c1ccccc1	-2	4	5	7	-1	1.8	0.9	-9	0.9	1
Cc1c(C)c(C)c(/C=[N+](/C)[O-])c(C)c1C	4	5	-2	-4	8	1.2	1	0	1	1
CC(=O)Nc1ccc(S(=O)(=O)N2CCN=C2C)cc1	-10	12	-5	-5	2	0.2	1	-16	1.1	0.9
O=C(CO/N=C/c1ccc(OC(F)F)cc1)NC1CCCCC1	18	3	-7	-6	0	0.5	1.1	-11	1.1	1
O=C(N/N=C/c1ccc(Br)s1)c1c[nH]c2ccccc12	-64	7	6	-3	8	-0.1	0.9	0	1	0.9
COc1ccc(CN(C(C)=O)c2cccc(C)c2C)cc1	-10	-14	2	-9	1	1.1	1	-9	1.1	1.1
Cc1cc(C)cc(OCc2ccc(C(=O)O)o2)c1	8	6	-6	-5	-4	-1.0	1.1	-11	1	0.9
CCCCN1C(=O)C2C3C=CC(C2C1=O)C1C2C(=O)N(CCCC)C(=O)C2C31 (stereo not given)	-24	5	2	0	-2	2.8	1	6	1	0.9

Compounds from the list above containing a nitro group on carbon:
SMILES	APP transl inh	bIAP inh	FLuc inh counter	TNAP inh hiacc	Lmaj promast	RAM inhibit	FLuc act counter	TNAP inh no acc	TNAP act hiacc	bIAP act
Cc1cc(NC(=O)CCCn2nc([N+](=O)[O-])c(Cl)c2C)no1	1	-26	0	0	0	0.6	1	-9	1	1.3
O=C(CSc1ccc([N+](=O)[O-])cc1)NCC1CCCCC1	-15	13	0	-1	4	5.1	1	-8	1	0.9

Following part:
SMILES	APP transl inh	bIAP inh	FLuc inh counter	TNAP inh hiacc	Lmaj promast	RAM inhibit	FLuc act counter	TNAP inh no acc	TNAP act hiacc	bIAP act
CCOC(=O)N1CCN(C(=O)c2ccc3c(=O)n(Cc4ccccc4OC)c(=S)[nH]c3c2)CC1	16	-1	-5	0	-5	2.9	1.1	-7	1	1
O=C(c1ccccc1)c1cnc(-c2ccc(Cl)cc2)s1	-123	1	36	1	-3	3.5	0.6	-4	1	1
C=CCOC(=O)CCCC(=O)NC1CCCCC1	-2	13	-3	0	-2	0.0	1	-6	1	0.9
O=C(NC(Cc1ccccc1)C(=O)O)c1ccccc1 (stereo not given)	8	-1	-3	-4	4	-0.3	1	-10	1	1
CCCCC(=O)Nc1ccc2c3c(cccc13)C(=O)N2CC	3	8	-2	-3	5	-0.1	1	-9	1	0.9
COc1cc(CNCCO)cc(Cl)c1OCc1ccccc1Cl	8	-12	-6	-5	99*	0.4	1.1	-12	1	1.1
Cc1c(C#N)sc(C(N)=O)c1C	9	-3	-4	-5	-8	0.4	1	-7	1	1
COc1cccc(CNc2ccc(N3CCC(C)CC3)cc2)c1OC	1	8	3	5	48	3.0	1	-1	0.9	0.9
CC(C)n1c(CCC(=O)O)ccc1-c1ccccc1	7	12	-6	-6	-8	-0.8	1.1	-20	1.1	0.9
N#Cc1cc2c(nc1SCc1cccc(Cl)c1)CCCCC2	14	26	-4	-2	1	4.8	1	-4	1	0.7
Cc1ccccc1C(=O)NC1CCN(Cc2nnnn2CCc2ccccc2)CC1	3	4	-9	-4	2	0.2	1.1	-6	1	1
Cc1nc(C(C)N(C)Cc2nc(-c3ccc4c(c3)OCO4)no2)c(C)s1 (stereo not given)	-2	-1	0	-8	4	0.9	1	2	1.1	1
Cc1ccccc1CSCC(=O)NCc1ccco1	-10	-124	-2	-4	-11	0.3	1	-18	1	2.2*
COc1ccc(-c2[nH]c(-c3ccc(C)cc3)nc2SCC(=O)NCc2ccco2)cc1OC	4	-22	-2	-8	-5	0.5	1	-5	1.1	1.2
O=C(NCc1cccnc1)c1cn(-c2ccccc2)nc1-c1ccccc1	-9	3	33	0	8	1.9	0.7	-12	1	1
C=CCC1(NCc2ccco2)CCN(CC)CC1	-11	17	-11	2	0	1.0	1.1	-13	1	0.8
N#Cc1ccc(CO/N=C/c2ccccc2)cc1	-29	3	5	0	-1	-0.4	0.9	-7	1	1
O=C(OCn1nnc2ccccc2c1=O)c1ccc2c(=O)n3c(nc2c1)CCC3	13	-6	0	1	5	-0.9	1	-6	1	1.1
COC(=O)c1c(NC(=S)NN2CCN(C)CC2)sc2c1CCC(C)C2 (stereo not given)	9	-6	-6	-8	100*	-0.6	1.1	-9	1.1	1.1
CC(C)c1nnc(NC(=O)CCC(=O)NC2CCCc3ccccc32)s1 (stereo not given)	1	9	-3	-3	2	0.9	1	-11	1	0.9

Screens as filed in PubChem.
